Source: PubChem (National Center for Advancing Translational Sciences (NCATS))
A549 viability = A549 cytotoxicity, counter-screen for Nrf2 inhibitors; A549 ARE-Fluc cells, CellTiter-Fluor viability, 18-24 h; Potency, µM (highest dose often 46 µM), for the others: top-dose activity change, negative = cytotoxicity, hits mostly inhibitors; 390,000 tested, 0.16% active; also: potency is read from the fitted curve at half-maximal effect; % is scaled to controls: 0 for no effect and ±100 for the full control effect
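A549 ARE_Fluc cells in 5% FBS OPTI-MEM were exposed to compounds in concentration-response for 18-24 h at 37 deg C. Viability was read by CellTiter-Fluor fluorescence (Ex 405/Em 525) after 30 min, before the luciferase read.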
Nrf2 block = blocks Nrf2 signaling; Potency, µM (top dose mostly 46 µM), for inactives: top-dose activity change, negative = inhibition, usual class: inhibitors; A549 ARE-Fluc reporter, luciferase luminescence, 18-24 h; 360,000 tested, 2.1% active; also: potency is read from the fitted curve at half-maximal effect; % is scaled to controls: 0 for no effect and ±100 for the full control effect; nearly all actives have a fitted effect of over 60% in size
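Two sequential reads on A549 ARE_Fluc cells exposed to compound for 18-24 h: a CellTiter-Fluor fluorescence read for viability, then a luciferase luminescence read for Nrf2/ARE activity.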
Nrf2 ARE act = Nrf2 pathway activation. AREc32 ARE-luciferase reporter (MCF7-derived line), luminescence, 24 h. Potency, µM (top dose mostly 46.1 µM), inactives show at the highest dose activation, usual class: activators. 410,000 tested, 0.31% active; also: potency is read from the fitted curve at half-maximal effect; % of control where 0% means no effect; nearly all actives have a fitted effect of over 65% in size
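Luminescent ARE reporter assay in AREc32_Fluc cells: overnight plating at 37 deg C, 24 hr compound incubation, Steady-Glo added, 30 min RT before reading.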
IL1B secr inh = inflammasome signaling inhibition, IL-1 beta readout; THP-1 LPS/ATP IL-1B secretion, AlphaLISA, 16 h; active compounds read low; activity change, % at 57.5 µM; 360,000 tested, 4.7% active; in the data active = activity change below about -50%; inconclusive = mostly about -30% to -49%; also: % is scaled to controls: 0 for no effect and ±100 for the full control effect
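Secreted IL-1B measured by AlphaLISA bead assay after 16 h compound exposure of THP-1 cells; compounds (final up to 57.5 uM) added 1 h before LPS (250 ng/mL) and ATP (1.25 mM) stimulation; lower signal means less secretion.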
HepG2 viability = HepG2 cytotoxicity, counter-screen for TGF-b inhibitors; HepG2 CAGA-GFP viability, ATP luminescence, 18 h; Potency, µM (titrated, usually from 46.1 µM), for the others: top-dose activity change, negative = cytotoxicity, usual class: cytotoxic; 410,000 tested, 0.76% active; also: potency is read from the fitted curve at half-maximal effect; some results filed as inactive show a strong effect at the top dose
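CellTiter-Glo luminescence gave cytotoxicity after 18 hours at 37 degrees C. The cells were HepG2 CAGA-GFP in 1% FBS DMEM, stimulated with 500 pg/mL TGF-beta after compound addition. %Activity was normalised to no-cell wells (complete cell-killing) and DMSO (no toxicity), and curves were fitted and classified.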
TGFb SMAD3 inh = blocks TGF-b signaling; Potency, µM (series often up to 46.1 µM), without a hit: top-dose activity, negative = inhibition, actives largely listed as inhibitors; AID 588855; HepG2 CAGA-GFP TGF-b/SMAD3 reporter, GFP fluorescence, 18 h; TGF-beta stimulated, 500 pg/mL final; 410,000 tested, 1.2% active; also: potency is read from the fitted curve at half-maximal effect; % is scaled to controls: 0 for no effect and ±100 for the full control effect; nearly all actives have a fitted effect of over 65% in size
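TGF-beta reporter screen: HEPG2 CAGA-GFP, 1% FBS, 500 pg/mL TGF-beta final, 18 h; per-cell GFP summed per well; curves fitted and categorized by class.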
ATXN viability = viability counter-screen for ATXN expression inhibitors | 400,000 tested, 0.49% active | Potency, µM (doses to about 56.7 µM), usual class: cytotoxic | AID 651635 | S2 cells (HEK-293 line with an ATXN2-luciferase reporter) viability, CellTiter-Fluor protease fluorescence, 24 h; also: potency is read from the fitted curve at half-maximal effect; nearly all actives have a fitted effect of over 40% in size
MCF10A rerep = induces DNA re-replication in MCF 10a normal breast cells; MCF 10A DNA re-replication, Hoechst nuclear intensity, 48 h; 350,000 tested, 2.9% active; Potency, µM (doses to about 46.1 µM), inactives show top-dose activity, positive = re-replication, usual class: activators; also: potency is read from the fitted curve at half-maximal effect; % of control where 0% means no effect; nearly all actives have a fitted effect of over 50% in size
ATXN2 expr inh = reduces ATXN2 reporter expression in HEK-293 cells; HEK-293 ATXN2-luciferase reporter, luminescence, 24 h; Potency, µM (doses to about 57 µM), for inactives: at the top dose activity change, negative = inhibition, most hits filed as inhibitors; 360,000 tested, 0.72% active; also: potency is read from the fitted curve at half-maximal effect; % is scaled to controls: 0 for no effect and ±100 for the full control effect; nearly all actives have a fitted effect of over 55% in size
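qHTS (up to 57 uM final) was run with 24 h compound exposure of reporter cells at 37 °C. Each well was multiplexed: SteadyGlo luminescence measured ATXN2-luciferase expression after a fluorogenic Gly-Phe-AFC viability readout (25 uM final).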
Active calls of the source: *; i = inactive; ? = inconclusive; / = not tested or not shown; [ ] = dose if it differs, or a comment. Unless noted, calls follow the shape of the dose curve; as a rule, active = well fitted curve in the direction sought with a large enough effect; inconclusive = small, poorly fitted or top-dose-only effect, or another doubt; inactive = no such curve, though single readings can be large; an effect the other way counts as inactive or inconclusive.

no.	mol	A549 viability	Nrf2 block	Nrf2 ARE act	IL1B secr inh	HepG2 viability	TGFb SMAD3 inh	ATXN viability	MCF10A rerep	ATXN2 expr inh
1	COc1cc(/C=N/NC(=O)c2ccc(CN3C(=O)c4cccc5cccc3c45)cc2)cc(OC)c1O	-2%	?	7.6%	40	-1%	?	i	9%	-21%
2	CN(C)S(=O)(=O)c1cccc(-c2nnc3n2CCCCC3)c1	-1%	2%	-0.9%	40	5%	0%	i	13%	/
3	CCOc1ccc(NC(=O)Cc2ccccc2)c([N+](=O)[O-])c1	12%	-3%	0.3%	-3	1%	-1%	i	-2%	11%
4	COc1ccc(NC(=O)C(Cc2ccccc2)NC(=O)c2ccco2)cc1OC (stereo unspecified)	-3%	3%	0.1%	4	5%	-8%	i	1%	9%
5	Cc1ccc(C2=NOC(=O)/C2=C\c2ccccc2)cc1	-5%	2%	-0.3%	-12	-39%	?	i	-1%	/
6	NC(=O)c1ccc(NCC2CCCO2)c([N+](=O)[O-])c1 (stereo unspecified)	1%	2%	1.2%	10	-26%	-12%	i	1%	5%
7	Cc1onc(-c2ccccc2)c1C(=O)OCCOc1ccccc1F	4%	?	5.6%	-23	-4%	-3%	/	15%	-15%
8	CC(C)(C)OC(=O)NCCCCCNC(=O)c1[nH]cnc1C(=O)Nc1ccon1	-6%	?	1.4%	48	-3%	-3%	i	-1%	3%
9	Cc1ccc(S(=O)(=O)N2CCCCC2)cc1NC(=O)CSc1nncn1-c1ccccc1	-2%	18µM*	1.6%	20	-10%	-11%	i	-6%	-18%[11.3 µM]
10	NC(=O)/C(=C\c1ccco1)NC(=O)c1ccco1	/	/	-1.5%	-28	2%	-2%	i	/	/
11	Cc1ccc(NC(=O)c2ccc3c(O)c(S(=O)(=O)c4ccccc4)c(=O)[nH]c3c2)cc1Cl	9%	23%	0.6%	/	-15%	-16%	i	/	-1%
12	Cc1cc(C(=O)CSc2nnc(N)s2)c(C)n1C1CC1	0%	14%	0.3%	0	-13%	3%	i	-1%	25%
13	Cc1ccc([N+](=O)[O-])cc1NC(=O)C1CCCC1	1%	-1%	-1.0%	-9	6%	3%	i	0%	2%
14	CN1CCN(c2ccc(NC(=O)c3ccc4c(c3)OCCO4)cc2Cl)CC1	1%	?	-0.2%	-73*	-16%	-16%	i	9%	17%[11.3 µM]
15	CCn1cc(/C=C2/SC(=S)NC2=O)c(C)n1	18µM*	-7%	0.0%	32	7%	20%	i	0%	3%
16	CCN(CC)S(=O)(=O)c1ccc(NC2CCN(Cc3ccccc3)CC2)nc1	-5%	7%	-0.6%	-6	-5%	-6%	i	?	-17%
17	Cc1nn(C)c(=O)n1-c1ccc(OCc2ccccc2)cc1	-14%	17%	-0.4%	5	-38%	-16%	i	2%	27%
18	COc1ccccc1CNC(=O)Cn1cc([N+](=O)[O-])ccc1=O	9%	0%	-0.1%	-9	-5%	3%	i	-4%	6%
19	CC(=O)N1CCc2cc(S(=O)(=O)NCCC(=O)NCCc3ccc(C)cc3)ccc21	-17%	?	2.2%	0	0%	-9%	i	9%	-12%
20	Cc1ccc(CN2C(=O)C(=O)N(CC(N)=O)C2=O)cc1	-1%	11%	0.2%	18	-1%	0%	i	-4%	1%
21	Cc1ccc(NC(=O)N2C3CCCC2CC(NC(=O)C2CC2)C3)cc1 (stereo unspecified)	-3%	0%	-0.1%	19	0%	2%	i	12%	3%
22	O=C(Nc1cccc(-c2nc3ccccc3[nH]2)c1)c1c(F)cccc1F	-19%	?	3.8%	/	-32%	?	/	/	/
23	CC(C)C(=O)Nc1cccc(C(=O)Nc2ccc(S(=O)(=O)N3CCOCC3)cc2)c1	0%	-11%	0.1%	-2	13%	?	i	1%	-6%
24	CN(C)CCNC(=O)CCCN1C(=O)c2cccnc2Oc2ccc(Cl)cc21	8%	?	-1.3%	/	8%	1%	/	/	/
25	Cc1cc2nc(/C=C/c3cccnc3)[nH]c2cc1C	-12%	?	-0.9%	6	9%	?	i	?	/
26	CC1CN(C(=O)Nc2ccc(Br)cc2Cl)CC(C)O1 (stereo unspecified)	-1%	-1%	0.2%	0	32%	1%	i	-49%[inhibitor]	-30%
27	COc1ccc(N2CCN(C(=O)Cn3cnc4c3c(=O)n(C)c(=O)n4C)CC2)cc1	-2%	-8%	0.0%	32	2%	6%	i	-31%[inhibitor]	-6%
28	Cc1ccc(C)c(NC(=O)NCCN2CCCCC2)c1	4%	4%	-1.2%	-7	1%	-7%	i	1%	1%
29	COc1cc(/C=N/NC(=O)c2cccc(S(=O)(=O)N3CCCC3)c2)cc(OC)c1O	-1%	18%	0.0%	-2	-17%	-10%	i	0%	1%
30	COc1ccc(Nc2nc(-c3cccs3)nc3ccccc23)cc1S(=O)(=O)N1CCOCC1	?	9.2µM*	-0.9%	-66*	-37%	?	i	?	-4%
31	CC(C)CCn1c(SCc2c(F)cccc2Cl)nc2ccsc2c1=O	-4%	/	-1.3%	/	0%	-1%	/	/	/
32	CCN(c1ccccc1)S(=O)(=O)c1ccc(C(=O)NCCCn2ccnc2)cc1	4%	1%	0.1%	-2	-8%	4%	i	?	-2%
33	CCOC(=O)c1c(NC(=O)C2c3ccccc3Oc3ccccc32)sc(C)c1CC	2%	5%	-0.6%	/	1%	-12%	i	/	1%
34	O=[N+]([O-])c1ccc(Sc2ccccc2)nc1	3%	2%	4.6%	-8	-3%	-13%	i	0%	9%
35	CCOc1ccc(NC(=O)CSc2nnc(Cc3ccccc3)c(=O)n2N)cc1	8%	14%	2.0%	-1	6%	-15%	i	4%	-12%
36	Cc1ccc(C(=O)C(c2ccccc2)N2Cc3ccccc3C2=N)cc1 (stereo unspecified)	-12%	?	3.7%	-81*	-53%	?	14µM*	21µM*	0%
37	COc1ccc(N(CC(=O)Nc2ccc(C)c(C)c2)S(=O)(=O)c2ccc(C)cc2)cc1OC	1%	4%	-0.1%	/	-34%	1%	i	/	-13%
38	COc1ccc(/C(C)=N/Nc2cccc(C(=O)O)c2)cc1OC	1%	?	2.4%	-1	-6%	3%	i	1%	51%[activator]
39	Nc1ccc(Sc2ccccc2)nc1	0%	3%	0.5%	-12	1%	21%	i	7%	11%
40	Cc1onc(-c2ccccc2)c1C(=O)Nc1nnc(N2CCCCCC2)s1	-1%	22%	-0.5%	11	-9%	-3%	i	19%	3%
41	O=C(NC1CCCCC1)c1cc(S(=O)(=O)N2CCCC2)ccc1Cl	-6%	?	-0.7%	15	1%	8%	i	8%	2%
42	CC1C/C(=C/c2cccn2C)C(=O)/C(=C/c2cccn2C)C1 (stereo unspecified)	?	?	?	-17	-100%	110%[activator]	i	4.6µM*	-13%
43	COc1cccc(CNC(=O)CCC2CCCN(c3cc(C)nc(N(C)C)n3)C2)c1 (stereo unspecified)	-1%	19%	0.2%	7	-10%	9%	i	10%	-10%
44	CCON1C(=O)C2(CCCCC2)C(=O)C12C=CCCC2 (stereo unspecified)	-1%	3%	-0.2%	13	3%	-32%	?	0%	10%
45	O=C(O)c1cccc(Nc2nc3ccccc3nc2NS(=O)(=O)c2ccc(F)cc2)c1	1%	7%	-1.0%	21	11%	12%	i	7%	3%

Full records from above:
Results for `O=C(NC1CCCCC1)c1cc(S(=O)(=O)N2CCCC2)ccc1Cl` : A549 viability = -6%; Nrf2 block = ?; Nrf2 ARE act = -0.7%; IL1B secr inh = 15; HepG2 viability = 1%; TGFb SMAD3 inh = 8%; ATXN viability = i; MCF10A rerep = 8%; ATXN2 expr inh = 2%
Results for `O=[N+]([O-])c1ccc(Sc2ccccc2)nc1` : A549 viability = 3%; Nrf2 block = 2%; Nrf2 ARE act = 4.6%; IL1B secr inh = -8; HepG2 viability = -3%; TGFb SMAD3 inh = -13%; ATXN viability = i; MCF10A rerep = 0%; ATXN2 expr inh = 9%

More entries follow:
no.	mol	A549 viability	Nrf2 block	Nrf2 ARE act	IL1B secr inh	HepG2 viability	TGFb SMAD3 inh	ATXN viability	MCF10A rerep	ATXN2 expr inh
46	CCOC(=O)CSC1=C(C#N)C(c2ccc(C)o2)CC(=O)N1 (stereo unspecified)	-3%	11%	0.6%	39	8%	?	?	?	-13%
47	COc1cc(CNC(=O)c2cnc3c(-c4cccc(C)c4)c(C)nn3c2C)cc(OC)c1OC	0%	21µM*	-1.0%	/	-10%	-10%	/	/	/
48	CCCOc1ccccc1/C=C1\SC(N)=NC1=O	-6%	11%	-0.5%	1	4%	17%	i	1%	6%
49	COc1ccc(OC)c(NC(=O)CSc2nc(-c3ccccc3C)nc3cc(=O)[nH]n23)c1	-3%	14%	?	/	4%	3%	i	/	-8%
50	Cc1cccc(C)c1NC(=O)CNC(=O)c1ccc(S(=O)(=O)NCc2ccco2)cc1	-3%	2%	2.6%	0	-1%	-15%	i	8%	1%
51	COc1ccc(CCN2C(=O)CS/C2=N/NC(=O)c2ccccc2F)cc1OC	16%	-19%	4.4%	-2	-13%	5%	/	0%	/
52	Cc1ccc(-c2onc(C)c2C)cc1S(=O)(=O)N1CCOc2ccccc21	12%	?	0.1%	?	-40%	?	i	?	0%
53	CCOc1ccc(NC(=O)NC(C)c2c(-n3cccc3)sc3c2CCN(CC)C3)cc1 (stereo unspecified)	-3%	18%	14%	/	-14%	?	/	/	/
54	COc1ccc(C(=O)OCCc2sc[n+](CC(=O)c3ccccc3)c2C)cc1	-1%	5%	9.1%	-55*	-16%	-8%	?	?	5%
55	CC(Sc1nc2cc([N+](=O)[O-])ccc2n1-c1ccc(F)cc1)C(=O)NCc1ccc2c(c1)OCO2 (stereo unspecified)	-23%	-18%	3.4%	-30	1%	2%	?	14%	-6%
